GLP1R ag: qHTS of GLP-1 Receptor Agonists; Potency, µM (highest dose often 45.6 µM), for the others: top-dose activation, usual class: activators; actives 0.007% (n = 380,000); HEK293 GLP-1R CRE-luciferase, luminescence, 4-6 h; cells express a hypersensitive GLP-1R form; AID 624172, 2012; Glucagon-like peptide 1 receptor (Homo sapiens), P43220; note: % of control where 0% means no effect
Target sequence (P43220 whole entry, looked up): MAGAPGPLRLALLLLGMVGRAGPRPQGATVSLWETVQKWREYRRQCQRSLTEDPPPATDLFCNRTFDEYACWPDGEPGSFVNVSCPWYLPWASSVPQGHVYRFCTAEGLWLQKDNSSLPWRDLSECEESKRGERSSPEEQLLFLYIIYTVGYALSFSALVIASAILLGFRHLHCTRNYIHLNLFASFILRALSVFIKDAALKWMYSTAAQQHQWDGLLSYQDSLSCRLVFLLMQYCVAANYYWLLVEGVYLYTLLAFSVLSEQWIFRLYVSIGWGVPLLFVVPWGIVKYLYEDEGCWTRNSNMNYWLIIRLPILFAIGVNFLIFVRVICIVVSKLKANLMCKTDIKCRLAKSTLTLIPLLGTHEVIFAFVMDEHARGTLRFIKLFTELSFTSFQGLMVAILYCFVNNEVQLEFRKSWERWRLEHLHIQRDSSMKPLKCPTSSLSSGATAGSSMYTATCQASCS
HT1080NT lethal: qHTS for induction of synthetic lethality in tumor cells producing 2HG: qHTS for the HT-1080-NT fibrosarcoma cell line. actives 1.6% (n = 360,000). HT-1080-NT fibrosarcoma viability, CellTiter-Glo ATP luminescence, 48 h. Potency, µM (titrated, usually from 46.1 µM), for inactives: at the top dose activity, negative = less viability, hits mostly cytotoxic. AID 686970, 2013;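 note: NT is the 2HG producing partner of a matched IDH1 knockdown line; 0% = DMSO-treated cells and -100% = media-only wells without cells; nearly all actives have a fitted effect of over 55% in size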
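HT-1080-NT fibrosarcoma cells (2HG-overproducing), 750 cells/well in RPMI with 5% FBS, dosed after 2 h and incubated 48 h at 37C. CellTiter-Glo luminescence normalized to DMSO and no-cell wells; concentration-response curves fitted and classed.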
KB-V1 cytotox: qHTS assay for MDR1-selective chemotherapeutics: Primary screen using the drug-selected MDR subline cells KB-V1; KB-V1 MDR cells viability, CellTiter-Glo, 72 h; Potency, µM (highest dose often 46.1 µM), for the others: top-dose activity change, negative = cytotoxicity, usual class: cytotoxic; actives 3.4% (n = 400,000); AID 1347076, 2019; note: % is set by controls: 0 for no effect and ±100 for the full control effect; nearly all actives have a fitted effect of over 60% in size
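qHTS viability screen in drug-selected KB-V1 MDR cells: 72 h compound treatment at 37 degrees C, ATP luminescence end point.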
KB-3-1 tox: qHTS assay for MDR1-selective chemotherapeutics: Primary screen using the parental adenocarcinoma cell KB-3-1. KB-3-1 viability, CellTiter-Glo ATP luminescence, 72 h. Potency, µM (top dose mostly 46.1 µM), inactives show at the highest dose activity change, negative = cytotoxic, actives largely listed as cytotoxic. actives 1.4% (n = 400,000); note: % is set by controls: 0 for no effect and ±100 for the full control effect; nearly all actives have a fitted effect of over 60% in size
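Viability of parental KB-3-1 cells, measured by CellTiter-Glo luminescence, followed a 72 h incubation at 37 °C with pinned compounds in phenol-red-free DMEM containing 10% FBS.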
GLP1R cytotox: qHTS of GLP-1 Receptor Inverse Agonists: Cytotox Screen; HEK293 cAMP-luciferase reporter cells, luminescence, 24 h; Potency, µM (doses to about 38.3 µM), without a hit: at the top dose activity change, negative = inhibition, usual class: inhibitors; actives 0.13% (n = 410,000); AID 624418, 2012;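 note: loss of luciferase light is scored as toxicity; % is set by controls: 0 for no effect and ±100 for the full control effect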
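Cells in DMEM/10% Nu serum/1% pen-strep, 1536-well format. Pre-incubated 12 h, dosed with 23 nL compound, incubated a further 24 h. Luciferase detection, 12 min at room temp, luminescence.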
SW480 rereplic: A quantitative high throughput screen for small molecules that induce DNA re-replication in SW480 colon adenocarcinoma cells; SW480 DNA re-replication, Hoechst DNA content imaging, 48 h; Potency, µM (series often up to 46.1 µM), inactives show top-dose re-replication activation, most hits filed as activators; actives 1.8% (n = 340,000); AID 624297, 2012; note: % of control where 0% means no effect; nearly all actives have a fitted effect of over 55% in size
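Image-based DNA-content assay: after two days of treatment, nuclei were labelled with the DNA dye Hoechst and imaged, and hits were compounds raising the count of nuclei showing high fluorescence intensity.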
HT1080 IDH1KD tx: qHTS for induction of synthetic lethality in tumor cells producing 2HG: qHTS for the HT-1080-IDH1KD cell line; HT-1080 IDH1 knockdown viability, ATP luminescence, 48 h; Potency, µM (doses to about 46.1 µM), without a hit: at the highest dose activity, negative = toxicity, most hits filed as cytotoxic; actives 2% (n = 360,000);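 note: 0% = DMSO wells and -100% = cell-free medium wells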
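Assay cells: HT-1080 with IDH1 knockdown, 750 per well, RPMI/5% FBS. Exposure: 48 h at 37 °C following 2 h pre-incubation. Read: CellTiter-Glo luminescence; fitted concentration-response, curve class assigned.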
GLP-1R inv ag: qHTS of GLP-1 Receptor Inverse Agonists (Inhibition Mode). Glucagon-like peptide 1 receptor (Homo sapiens), P43220. HEK293 GLP-1R CRE-luciferase, luminescence, 24 h; GLP-1R form is constitutively active. Potency, µM (titrated, usually from 38.3 µM), without a hit: top-dose activity change, negative = inhibition, hits mostly inhibitors. actives 1.6% (n = 410,000). AID 624417, 2012; note: % is set by controls: 0 for no effect and ±100 for the full control effect; nearly all actives have a fitted effect of over 55% in size
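Stable HEK293 clone (constitutively active GLP-1R + cAMP-response luciferase); 200 cells/uL plated, 12 h pre-culture, compound 24 hr, 37 deg C/5% CO2; detection reagent 12 min RT; luminescence.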
TDP-43 yeast inh: qHTS of TDP-43 Inhibitors. TDP-43 expressing yeast growth rescue, BacTiter-Glo, 24 h. Potency, µM (titrated, usually from 46.1 µM), for inactives: at the top dose growth rescue (activation), actives largely listed as activators. actives 1.8% (n = 410,000). AID 652104, 2013; note: % of control where 0% means no effect; nearly all actives have a fitted effect of over 50% in size
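Yeast cells expressing TDP-43 under galactose induction are exposed to compounds for 24 hr at 30 deg C. BacTiter-Glo luminescence measures growth, so protective compounds score as activators.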
* hit, by the source's call; ? = inconclusive; · = not tested or not shown; & = joins results of further samples; [ ] = another dose, or the depositor's remark. Calls come from the whole dose curve; as a rule, active = well fitted curve in the direction sought with a large enough effect; inconclusive = small, poorly fitted or top-dose-only effect, or another doubt; inactive = no such curve, though single readings can be large; an effect the other way counts as inactive or inconclusive. Potency is the fitted concentration of half-maximal effect.

SMILES	GLP1R ag	HT1080NT lethal	KB-V1 cytotox	KB-3-1 tox	GLP1R cytotox	SW480 rereplic	HT1080 IDH1KD tx	GLP-1R inv ag	TDP-43 yeast inh
Cc1sc2ncn(CC(=O)NCCCC(=O)N3CCC4(CC3)OCCO4)c(=O)c2c1C	3.4%	3.8%	6.6%	-4.3%	-10.7%	-2.3%	3.4%	0.0%	13.6%
CCOC(=O)c1cccc(NC(=O)c2c(O)[nH]c(=O)[nH]c2=O)c1	-2.1%	-7.2%	4.9%	0.9%	3.0%	-2.4%	-1.5%	-7.8%	-15.3%
COC(=O)C1=C(c2ccc(F)cc2OCc2ccccc2)C[C@@H]2CC[C@H]1N2C(=O)NCc1ccc2c(c1)OCO2	1.2%	-22.4%	-23.1%	?	-9.5%	-3.2%	?	5.0%	1.5%
Cc1cc(OC(=O)CCNC(=O)OC(C)(C)C)c2c3c(c(=O)oc2c1)CCC3	-12.2%	-12.2%	-16.9%	-10.7%	5.2%	-12.5%	-14.2%	55.5%[activator]	0.1%
O=S(=O)(c1ccc(F)cc1)N1CCCC1c1cccnc1 (stereo unspecified)	5.9%	-3.4%	-12.6%	-14.0%	5.6%	-11.3%	16.7%	-13.8%	-6.7%
CN(C)c1ccc(C=C2C(=O)NC(=O)NC2=O)cc1	-0.9%	16.8%	-1.9%&2.2%	4.0%&1.1%	-0.6%	3.0%	6.2%	-13.2%	-2.2%
Cc1c(C(=O)Nc2ccccc2)cc(-c2ccccc2)n1CCCN1CCOCC1	8.6%	2.0%	0.0%	1.2%	0.2%	-10.4%	-8.8%	?	-0.1%
COCCCn1c(N)c(C(=O)Nc2sc3c(c2C(=O)OC)CCCC3)c2nc3ccccc3nc21	0.0%	0.0%	-17.4%	2.2%	14.9%	-10.2%	15.3%	2.7%	-6.5%
COCCOC(=O)C1=C(C)OC(N)=C(C(=O)OC)C12C(=O)Nc1ccccc12 (stereo unspecified)	-9.8%	-1.4%	-2.1%	-11.2%	2.8%	-8.2%	0.3%	0.0%	?
Cc1c(NC(=O)C(C)OC(=O)Cc2ccccc2)c(=O)n(-c2ccccc2)n1C (stereo unspecified)	-6.5%	11.8%	-24.4%	0.3%	7.8%	2.2%	-2.3%	1.8%	-4.4%
CN=C1CN(O)C(c2ccccc2)=c2cc(Cl)ccc2=N1	23.1%	?	-9.7%	0.0%	5.1%	-25.0%	11.7%	41.7%[activator]	14.6%
COc1ccc(-c2sc3ccccc3c2-c2ccc(OCCN(C)C)cc2)cc1	-10.1%	23.1µM*	?	?	?	?	?	?	-6.2%
CCOC(=O)C1(c2ccccc2)CCN(CC(=O)c2ccc(NC(C)=O)cc2)CC1	2.8%	-4.5%	-7.5%	15.6%	2.9%	-11.3%	-4.4%	?	-2.6%
O=C1C2C3CCC(C3)C2C(=O)N1c1ccc(OS(=O)(=O)c2ccccc2)cc1 (stereo unspecified)	9.9%	-2.9%	9.2µM*	?	-3.7%	-4.7%	-25.8%	3.16µM*	13.7%
O=C1NCN(c2ccccc2)C12CCN(C(c1cccc3ccccc13)c1nnnn1C1CCCC1)CC2 (stereo unspecified)	-2.1%	?	?	?	-20.5%	·	?	?	-1.9%
CC1=NN=C(c2ccc(N)cc2)c2cc3c(cc2C1)OCO3	-0.1%	-19.2%	-3.7%&0.0%	-0.1%&0.0%	1.5%	23.1%	-5.2%	8.9%	7.1%
O=C(N/N=C/c1c(O)n(C2CC2)c(=S)[nH]c1=O)c1ccccc1	-1.2%	-6.3%	?	?	1.8%	-7.9%	-7.1%	0.0%	8.4%
CCOc1ccc(/C=C2\SC(=S)N(C(C(=O)O)c3ccccc3)C2=O)cc1OC (stereo unspecified)	-5.2%	?	?	-8.4%	?	-1.5%	-3.8%	?	-2.1%
COc1cc2c(cc1OC)[C@@H]1C(=O)c3ccc4c(c3O[C@@H]1CO2)C[C@H](C(C)C)O4	13.0%	?	?	?	-21.4%	?	-26.4%	?	-15.5%[1.82 µM]

Part of the list above in order of molar mass, rising.
SMILES	GLP1R ag	HT1080NT lethal	KB-V1 cytotox	KB-3-1 tox	GLP1R cytotox	SW480 rereplic	HT1080 IDH1KD tx	GLP-1R inv ag	TDP-43 yeast inh
CC1=NN=C(c2ccc(N)cc2)c2cc3c(cc2C1)OCO3	-0.1%	-19.2%	-3.7%&0.0%	-0.1%&0.0%	1.5%	23.1%	-5.2%	8.9%	7.1%
O=C(N/N=C/c1c(O)n(C2CC2)c(=S)[nH]c1=O)c1ccccc1	-1.2%	-6.3%	?	?	1.8%	-7.9%	-7.1%	0.0%	8.4%
COc1cc2c(cc1OC)[C@@H]1C(=O)c3ccc4c(c3O[C@@H]1CO2)C[C@H](C(C)C)O4	13.0%	?	?	?	-21.4%	?	-26.4%	?	-15.5%[1.82 µM]
O=C1C2C3CCC(C3)C2C(=O)N1c1ccc(OS(=O)(=O)c2ccccc2)cc1 (stereo unspecified)	9.9%	-2.9%	9.2µM*	?	-3.7%	-4.7%	-25.8%	3.16µM*	13.7%
COc1ccc(-c2sc3ccccc3c2-c2ccc(OCCN(C)C)cc2)cc1	-10.1%	23.1µM*	?	?	?	?	?	?	-6.2%
CCOC(=O)C1(c2ccccc2)CCN(CC(=O)c2ccc(NC(C)=O)cc2)CC1	2.8%	-4.5%	-7.5%	15.6%	2.9%	-11.3%	-4.4%	?	-2.6%
CCOc1ccc(/C=C2\SC(=S)N(C(C(=O)O)c3ccccc3)C2=O)cc1OC (stereo unspecified)	-5.2%	?	?	-8.4%	?	-1.5%	-3.8%	?	-2.1%
COCCCn1c(N)c(C(=O)Nc2sc3c(c2C(=O)OC)CCCC3)c2nc3ccccc3nc21	0.0%	0.0%	-17.4%	2.2%	14.9%	-10.2%	15.3%	2.7%	-6.5%
O=C1NCN(c2ccccc2)C12CCN(C(c1cccc3ccccc13)c1nnnn1C1CCCC1)CC2 (stereo unspecified)	-2.1%	?	?	?	-20.5%	·	?	?	-1.9%

One compound at a time, as listed above.
COCCCn1c(N)c(C(=O)Nc2sc3c(c2C(=O)OC)CCCC3)c2nc3ccccc3nc21 in the list: GLP1R ag = 0.0%; HT1080NT lethal = 0.0%; KB-V1 cytotox = -17.4%; KB-3-1 tox = 2.2%; GLP1R cytotox = 14.9%; SW480 rereplic = -10.2%; HT1080 IDH1KD tx = 15.3%; GLP-1R inv ag = 2.7%; TDP-43 yeast inh = -6.5%
COc1cc2c(cc1OC)[C@@H]1C(=O)c3ccc4c(c3O[C@@H]1CO2)C[C@H](C(C)C)O4 in the list: GLP1R ag = 13.0%; HT1080NT lethal = ?; KB-V1 cytotox = ?; KB-3-1 tox = ?; GLP1R cytotox = -21.4%; SW480 rereplic = ?; HT1080 IDH1KD tx = -26.4%; GLP-1R inv ag = ?; TDP-43 yeast inh = -15.5%[1.82 µM]

Assay outcomes from PubChem.

A portion of the library (hit frequency here may not be typical).
